Source: PubChem (several laboratories)
TLR9-MyD88 block: blocks human TLR9 binding to MyD88; AID 504734; CHO BLA complementation TLR9-MyD88, CCF4 FRET ratio; 340,000 tested, 0.21% active; inhibition, % at 4.98 µM; Q9NR96+Q99836;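 active = inhibition above the mean over all tested compounds plus 3 SD, cut at about 21% in these data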;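 note: 0% = DMSO only wells and 100% = clavulanate BLA inhibitor control wells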
ABCB6 inh MLPCN: human ABCB6 transporter inhibition | Q9NP58 | K562-ABCB6 porphyrin accumulation, flow cytometry, 1 h; stronger effect = lower value | fluorescence ratio to DMSO, % at 10 µM | 360,000 tested, 0.19% active | AID 602162;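 active = fluorescence ratio to DMSO below 75%, the collection mean minus 3 SD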;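 note: signal is porphyrin accumulated inside mitochondria; 100% equals median channel fluorescence of DMSO control wells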
MC4R antagonist: human MC4R antagonism in cAMP assay; P32245; MC4R-expressing cells, MTII-stimulated cAMP, LANCE TR-FRET; inhibition, % at 6.5 µM; 360,000 tested, 0.48% active; AID 540295;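 active = inhibition above its plate's cutoff, the mean of tested wells on that plate plus 3 SD, cut at about 29% in these data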;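 note: 0% = Melanotan II alone and 100% = Melanotan II plus saturating MCL0020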
Target sequence (P32245 whole entry, looked up): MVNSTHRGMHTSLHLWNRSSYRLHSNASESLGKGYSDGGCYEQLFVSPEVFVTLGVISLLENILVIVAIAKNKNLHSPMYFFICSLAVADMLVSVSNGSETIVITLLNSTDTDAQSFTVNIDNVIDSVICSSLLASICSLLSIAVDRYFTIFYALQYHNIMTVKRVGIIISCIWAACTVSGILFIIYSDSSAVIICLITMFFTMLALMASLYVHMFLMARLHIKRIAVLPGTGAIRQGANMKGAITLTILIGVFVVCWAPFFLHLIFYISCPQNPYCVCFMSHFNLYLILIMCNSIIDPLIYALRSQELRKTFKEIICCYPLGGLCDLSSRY
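Material: human MC4R-expressing U2OS cells. Probe or stimulus: Melanotan II challenge. Dosing: 6.5 µM single dose. Times: 30-min compound, 1-h challenge, 1-h detection, room temperature. Technique: TR-FRET with Eu-cAMP and labeled anti-cAMP, 671 nm. Replication: singlicate.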
N-glyco inh: N-linked glycosylation inhibition; reporter increase, % at 12.5 µM; AID 588692; 360,000 tested, 0.23% active; D54 ERlucT glycosylation luciferase reporter, 24 h; percent of 100 nM tunicamycin response;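 active = mean luciferase reporter signal, scaled so untreated is 0 and the glycosylation-blocking control 100, at or above a set limit in every replicate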;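 note: luciferase carries N-glycosylation sites so blocking glycosylation raises the light; 0% = median of neutral control wells and 100% = median of 100 nM tunicamycin wells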
ABHD5-PLIN5 inh: blocks binding of human ABHD5 to perilipin-5. inhibition, % at 4 µM. 360,000 tested, 0.78% active. Split G. princeps luciferase complementation, luminescence, 4 h. Q00G26+Q8WTS1;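 active = inhibition above the mean inhibition across every tested compound plus 3 SD, cut at about 22% in these data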;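 note: 0% = DMSO only wells and the 100% control is not disclosed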
Cardio protect: modulators protecting cardiomyocytes from myocardial damage | 360,000 tested, 0.63% active | AID 588492 | H9c2 cardiomyocytes, H2O2 injury protection, ATPLite, 2 h | protection from H2O2 cell death, % at 20 µM;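 active = compounds giving at least 50% protection of heart cells from peroxide-induced death in the single-dose screen, raw or plate-pattern-corrected value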;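 note: 0% = DMSO wells with peroxide and 100% = DMSO wells without peroxide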
NOD2 RIPK2 PPI: blocks binding of human NOD2 to RIPK2; O43353; CHO BLA complementation NOD2-RIPK2, CCF4 ratio; inhibition, % at 4.98 µM; 360,000 tested, 0.38% active; AID 624267; in the data active = inhibition above about 21%;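 note: 0% = vehicle only and 100% = reference blocker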
NCOA2 inhibitor: inhibits human steroid receptor coactivator 2 | Q15596 | HEK293 GAL4-SRC2 luciferase reporter, luminescence | inhibition, % at 9 µM | 370,000 tested, 0.17% active;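 active = inhibition above the mean inhibition of all tested compounds plus 3 SD, set per campaign, cut at about 52% in these data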;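 note: 0% = DMSO treated cells and 100% = cells given Gossypol at 36 µM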
m5-HT2A agonist: agonists of mouse serotonin 5-HT2A receptor (HTR2A); P35363; CHO-K1 mHTR2A beta-arrestin complementation, luminescence; percent of 30 µM serotonin response; activation, % at 7.6 µM; 360,000 tested, 0.66% active; AID 624169;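 active = activation above a run cutoff, the mean activation of all tested compounds plus 3 SD, cut at about 14% in these data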;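 note: 0% = plate median of compound wells and 100% = 30 µM serotonin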
Target sequence (P35363 whole entry, looked up): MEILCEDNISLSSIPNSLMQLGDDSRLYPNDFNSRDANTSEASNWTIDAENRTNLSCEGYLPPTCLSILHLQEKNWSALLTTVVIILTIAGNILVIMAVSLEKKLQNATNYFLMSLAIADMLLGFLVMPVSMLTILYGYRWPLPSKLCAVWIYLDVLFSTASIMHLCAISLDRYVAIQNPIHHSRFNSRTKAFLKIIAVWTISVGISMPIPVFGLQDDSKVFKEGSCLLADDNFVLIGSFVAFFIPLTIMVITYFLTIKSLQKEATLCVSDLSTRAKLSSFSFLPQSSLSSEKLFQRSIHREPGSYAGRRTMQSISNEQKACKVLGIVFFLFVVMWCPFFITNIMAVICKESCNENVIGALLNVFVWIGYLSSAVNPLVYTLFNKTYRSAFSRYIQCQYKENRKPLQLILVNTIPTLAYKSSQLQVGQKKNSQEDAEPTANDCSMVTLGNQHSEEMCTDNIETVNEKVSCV
MC4R barr agon: human MC4R agonism via beta-arrestin. P32245. U2OS MC4R beta-arrestin complementation, luminescence; percent of melanotan II response, DMSO zero. activation, % at 8.9 µM. 360,000 tested, 0.98% active. AID 540308;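 active = activation above a per-plate cutoff, the mean activation of sample wells on that plate plus 3 SD, cut at about 8% in these data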
An asterisk follows results filed as active; nt = not tested or not shown. This is a subset; rates above refer to the full screens.

SMILES	TLR9-MyD88 block	ABCB6 inh MLPCN	MC4R antagonist	N-glyco inh	ABHD5-PLIN5 inh	Cardio protect	NOD2 RIPK2 PPI	NCOA2 inhibitor	m5-HT2A agonist	MC4R barr agon
Cc1cccc(NC(=O)CSc2nc3ccccc3c(=O)n2C)c1C	-7.7	89.0	18.0	-9.5	-2.1	-9.2	-6.3	-24.9	7.8	0.8
COc1ccc(-c2nn(-c3ccccc3)cc2/C=C/C(=O)OCC(=O)Nc2ccccc2C#N)cc1	8.3	99.0	8.5	-7.6	-7.3	-1.9	-6.9	4.0	-2.1	-0.8
O=C(/C=C/c1cccc(F)c1)Nc1cc(S(=O)(=O)N2CCOCC2)ccc1N1CCCC1	-2.0	103.0	23.5	5.8	3.4	-1.8	-5.6	-2.6	-6.7	0.4
COc1cc(=O)n2c(-c3ccccc3)csc2n1	6.9	98.0	4.1	0.3	5.9	-10.2	-5.5	6.5	-1.5	-1.3
CN(C)C(=O)c1ccc(OCC(F)(F)F)nc1	-2.3	98.0	1.3	0.4	2.6	-0.8	-1.9	-5.1	5.9	-1.6
CCCNS(=O)(=O)c1ccc(OCC(=O)N2CCN(c3ccccc3)CC2)cc1	-7.8	95.0	-4.2	3.9	0.5	4.1	1.4	-17.8	2.1	0.8
O=C(CCc1nnc(-c2ccc(-c3ccccc3)cc2)o1)NCCc1ccccn1	-3.3	97.0	15.5	-1.7	4.5	-4.2	0.4	59.5*	-3.6	0.5
COc1ccc(S(=O)(=O)N(CC(=O)NCc2cccnc2)C2CCCCC2)cc1OC	-2.0	87.0	7.7	0.6	-6.4	13.7	-7.5	-12.9	4.9	0.1
CC(C(=O)NCc1ccc2c(c1)OCO2)N(c1ccccc1)S(C)(=O)=O (configuration not stated)	-7.8	94.0	0.6	0.1	3.4	-1.4	-6.0	-14.2	-2.2	0.0
O=c1ccn(CCCBr)c(=O)[nH]1	6.3	98.0	8.1	0.9	2.5	1.9	-5.0	-6.1	4.6	-1.7
CCn1c(CC(C)C)n[nH]c1=S	5.3	97.0	4.7	0.9	-8.2	-1.8	-13.8	-83.8	-4.6	-1.5
N#Cc1ccc(Cn2ccnc2C(=O)Nc2ccccc2)cc1	-5.5	94.0	8.0	0.8	1.2	-2.9	-1.1	-11.3	-1.8	-1.2
Cc1cc(=O)n2nc(N3CCCC(C(=O)Nc4cccc(C)c4C)C3)sc2n1 (configuration not stated)	nt	99.0	-0.8	-0.2	0.6	5.4	9.0	-12.0	-1.4	0.2
CC1=Nc2ccc(Br)cc2C(c2ccccc2)N1CC(=O)NN (configuration not stated)	10.5	100.0	-0.2	1.3	0.1	-1.8	4.1	3.2	-0.3	-4.2
NC(=O)c1cnn2c1NC(c1ccc(F)cc1)CC2C(F)(F)F (configuration not stated)	-11.2	100.0	3.0	2.5	4.3	-0.9	-10.4	-44.2	-2.2	-1.6
CC1CC(C)CN(CCCNC(=O)CCNC(=O)Cn2cnc3ccccc3c2=O)C1 (configuration not stated)	-8.0	92.0	7.4	-0.3	12.6	-0.7	-1.8	3.0	-5.5	-2.5
Oc1ccc(-c2nccc(-c3ccc(Cl)cc3Cl)n2)cc1	1.2	94.0	1.9	1.7	-5.4	-1.9	-8.9	-11.4	0.7	0.9
CCCCn1c(SCC(=O)Nc2nnc(C(C)C)s2)nc2c1c(=O)n(C)c(=O)n2C	-1.6	102.0	12.2	2.6	2.7	-9.7	2.3	0.9	1.9	-2.1
CCC(C)Nc1nc(-c2ccccn2)nc2ccccc12 (configuration not stated)	-9.9	97.0	-3.6	-13.0	-0.1	-1.4	-2.0	17.9	-7.7	1.4
C=C(C)c1cccc(C(C)(C)NC(=O)N2CC(C)OC(C)C2)c1 (configuration not stated)	0.1	92.0	9.9	0.0	0.3	2.0	-4.5	14.9	5.5	-0.5
C[C@H](CO)N1C[C@H](C)[C@H](CN(C)C(=O)c2ccccn2)Oc2ncc(Br)cc2C1=O	4.4	96.0	11.0	3.4	3.3	2.0	1.1	0.9	2.2	0.8
NC(=O)c1nc(-c2cccs2)nc2c1[nH]c(=O)n2-c1ccc(F)cc1	-2.6	97.0	3.4	0.3	1.3	-5.7	-4.6	-5.0	1.2	2.4
O=C(Cn1cc(C(F)(F)F)ccc1=O)N/N=C/c1cccc(Cl)c1Cl	0.0	97.0	0.8	2.3	1.2	-0.3	-4.7	8.0	-0.8	-1.0
COc1cccc(CN(C)C(=O)c2cc(S(=O)(=O)N3CCCC3)ccc2C)c1OC	-1.9	90.0	10.0	-4.2	-5.0	2.3	-0.5	6.8	-6.5	0.0
Cc1noc(C)c1C(=O)N1CCC1(C)C(=O)NS(=O)(=O)c1ccc(F)cc1F (configuration not stated)	nt	97.0	2.8	3.6	7.1	4.9	-5.8	-9.9	1.3	-1.5
O=C(C[C@H]1CC[C@@H](NC(=O)C2CC2)[C@@H](CO)O1)NCc1ccccc1Cl	nt	nt	nt	nt	-10.8	nt	8.4	-10.6	-3.0	nt
COc1ccc(-n2nc(C(=O)NCC(=O)N(C)Cc3ccccc3)c3ccccc3c2=O)c(OC)c1	-2.1	96.0	0.8	-0.9	9.7	6.5	-4.7	3.2	3.2	1.1
COc1cc(C(=O)NCC(c2cccs2)N2CCOCC2)cc(Br)c1OCc1ccccc1 (configuration not stated)	0.3	91.0	2.3	-5.5	-7.7	-2.9	0.1	9.6	-15.5	2.2
CCOC(=O)/C=c1\s/c(=C\c2ccccc2OC)c(=O)n1CC(=O)N1CCOCC1	-19.4	99.0	0.1	0.4	-1.7	9.2	-2.3	9.3	15.6*	-1.1
Cc1ccc(CNS(=O)(=O)CCNC(=O)c2ccccc2)cc1	-9.7	101.0	6.1	-1.4	-0.7	-4.0	-0.8	15.1	3.1	-2.0
Cc1ccc(S(=O)(=O)N(C)c2cc(S(=O)(=O)N3CCOCC3)c(C)cc2C)cc1	-3.8	98.0	10.3	-3.8	-4.0	6.8	-12.8	3.2	4.4	0.0
NC(=O)N/N=C/C=C/c1ccc(F)cc1	4.1	99.0	14.0	0.9	-7.2	1.1	-5.6	-0.7	0.9	-0.7
CC1=CS(=O)(=O)CC1Sc1nc2ccccc2[nH]1 (configuration not stated)	11.5	102.0	6.0	3.2	-1.3	0.5	-5.1	-17.5	2.8	-0.2
Cc1ncc(CO)c(CO)c1OCC(O)CN1CCN(c2ccc(F)cc2)CC1 (configuration not stated)	nt	96.0	nt	1.2	-9.5	4.2	-1.0	4.0	-8.3	nt
CC1=NN2C(=N)/C(=C\c3cc(C)n(Cc4ccccc4)c3C)C(=O)N=C2S1	nt	85.0	0.9	0.2	3.3	0.6	-9.2	-13.5	-2.2	-1.2
CCCCn1c(N)c(N(CCOC)C(=O)c2cc(-c3ccc(OC)cc3)nc3ccccc23)c(=O)[nH]c1=O	-1.0	96.0	9.6	0.7	10.6	-3.6	2.0	14.9	-3.5	-1.3
CCCN(CCC)CCCNC(=O)c1cn(CC)c2ccc(S(=O)(=O)N3CCc4ccccc4C3)cc2c1=O	-9.8	99.0	-2.9	-5.6	2.8	-23.5	-1.5	10.9	-13.0	-5.5
CC(=O)c1ccc(NC(=S)NNC(=O)NC2CCCCC2)cc1	-4.6	94.0	-0.1	6.0	-9.0	-2.3	-1.3	-46.7	-7.4	0.6
C[C@H]1CN([C@@H](C)CO)C(=O)CCCn2nncc2CO[C@@H]1CN(C)C(=O)c1ccc(N2CCN(C)CC2)cc1	5.5	107.0	7.2	1.3	3.9	8.5	-13.6	-5.1	-1.1	0.0
Cc1nc2c(-c3ccc(Cl)cc3)cnn2c(N)c1-c1ccc(F)cc1	7.0	97.0	11.0	-16.2	-3.1	-14.1	-0.6	42.3	-0.7	-1.7
CC1(C(=O)Nc2ccc3c(c2)OCCO3)CN(S(C)(=O)=O)CC(=O)N1C1CCCCCC1 (configuration not stated)	nt	nt	nt	nt	-6.7	nt	-12.7	16.3	2.1	nt
NC(=O)CSc1nnc(-c2cccs2)n1-c1ccccc1	-0.8	83.0	5.4	3.0	6.6	-2.6	1.0	-18.9	2.8	-1.8
CCOC(=O)CSc1nc2sc3c(c2c(=O)n1C1CCCCC1)CCN(C)C3	-2.2	97.0	2.7	1.8	14.0	13.0	-1.2	19.5	1.1	-0.4
NC(=O)c1ccc(NC(=O)COC(=O)C2CC(=O)N(Cc3ccccc3)C2)cc1 (configuration not stated)	3.6	94.0	-0.3	1.1	0.4	2.3	-6.5	-48.4	0.8	-1.4
Cc1nccn1-c1c([N+](=O)[O-])c(=O)n(C)c2ccccc12	5.4	99.0	1.1	11.3	4.4	12.0	-1.6	13.6	-0.8	0.1
Cc1ccc(NCc2nnc(SCC(=O)N3CCc4ccccc43)n2C)cc1	-8.4	95.0	-2.6	0.2	0.5	-2.4	-7.1	1.7	-3.5	-2.4
CC1(OC(=O)C2CCCC2)C(=O)C=C2C=C(c3ccsc3)N(CC3CC3)C=C2C1=O (configuration not stated)	-0.8	93.0	1.1	-1.5	-4.5	9.1	8.8	2.8	1.0	-1.1
CCN(CCCNC(=O)CNC(=O)Cn1cnc2ccccc2c1=O)c1cccc(C)c1	-4.6	100.0	7.7	1.1	3.8	1.2	-4.4	-6.8	-0.2	0.0
CCOc1ccc(N(CC(=O)NCC2CCCO2)C(=O)CCC(=O)Nc2ccccn2)cc1 (configuration not stated)	-6.6	90.0	5.2	-1.2	-1.6	-1.1	3.9	-5.4	-1.1	-2.0
O=C(Nc1cc2c(cc1Br)OCCO2)c1cccnc1	-1.6	103.0	16.8	2.0	-8.9	1.7	8.0	-6.7	-0.5	-3.5

Further compounds follow.
SMILES	TLR9-MyD88 block	ABCB6 inh MLPCN	MC4R antagonist	N-glyco inh	ABHD5-PLIN5 inh	Cardio protect	NOD2 RIPK2 PPI	NCOA2 inhibitor	m5-HT2A agonist	MC4R barr agon
CCOc1ccc(CCNC(=O)COC(=O)c2nn(C)c(=O)c3ccccc23)cc1OCC	-1.6	101.0	3.6	-0.4	2.5	6.0	4.4	-13.4	4.3	-1.6
CCN(CC)CCSc1nc(O)c(C(C)C)c(=O)[nH]1	5.9	101.0	-1.4	1.3	0.6	8.2	-2.0	5.0	-3.9	-2.3
Cc1nc(NC(=O)C(C)(C)C)sc1C(=O)Cn1cc(CCCC#N)nn1	nt	126.0	nt	nt	-0.2	nt	-10.2	12.3	5.7	nt
Cc1ccc(-c2cccc(C(=O)NCCc3ccccc3)n2)c2ccccc12	-3.1	96.0	-1.6	-1.4	-6.6	-15.5	-4.3	-18.6	0.5	0.3
CC(C(=O)c1ccccc1)n1c(N2CCOCC2)nc2c1c(=O)n(C)c(=O)n2C (configuration not stated)	0.1	94.0	5.4	0.6	8.0	2.3	-12.2	2.7	3.9	2.2
